ER stress rescue – rescue of cells from ER stress-induced death, primary screen, 384-well, CSM14.1, thapsigargin, ATP luminescence (AID 1222); CSM14.1 thapsigargin-induced death rescue, ATP luminescence; higher % means a stronger effect; one-dose cellular ATP content (survival), % at 20 µM; EC50 in µM for titrated hits; 190,000 tested, under 10 active;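 active means EC50 below 50 µM in the dose-response confirmation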;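 further: death triggered by thapsigargin at about 15 µM added after 2 h compound pretreatment; cell ATP read after overnight thapsigargin exposure of roughly 18 to 22 hours; normalized against plate controls of thapsigargin alone and 5% DMSO vehicle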
RSV antiviral HEp-2 – inhibition of RSV-induced cytopathic effect – HEp-2 cells, primary 10 µM value included (AID 2391) | HEp-2 cells, RSV-induced CPE inhibition; higher % means a stronger effect | CPE inhibition, % at 10 µM, or IC50 in µM where a hit was titrated | 310,000 compounds, 0.13% hits; in the data active means a potency from the dose series; inconclusive means CPE inhibition mostly from about 23% at the one dose, without a potency; inactive means the rest, 99 in 100 with CPE inhibition below about 21%; further: strong numbers were not always called active
Salmonella PhoP GFP – PhoP-dependent GFP reporter repression – Salmonella Typhimurium, primary screen (AID 1863). S. Typhimurium PhoP-regulated promoter GFP reporter, 4 h; higher % means a stronger effect. inhibition, % at 50 µM; hits with a dose series show IC50 in µM. 300,000 compounds, 0.16% hits;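 active means inhibition over 29.93%, a cutoff 3 SD above the screen mean, later confirmed by dose response; inconclusive means inhibition over 29.93% but no dose response follow-up; inactive means inhibition at most 29.93% or unconfirmed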;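 further: 0% = low Mg2+ inducing control and 100% = high Mg2+ repressing control; strong numbers were not always called active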
LYP phosphatase – inhibitors of LYP phosphatase, biochemical, fluorescence intensity, uHTS (AID 1779) | inhibition, % at 11.5 µM; hits with a dose series show IC50 in µM | recombinant LYP phosphatase, fluorescence intensity; higher % means a stronger effect | 290,000 compounds, 0.054% hits; in the data active means inhibition above about 50%;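 further: plate controls were vehicle with enzyme for no effect and no enzyme for full effect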
West Nile virus CPE – inhibition of WNV-induced cytopathic effect – cell-based, CPE readout (AID 1621); West Nile virus-infected cells, CPE inhibition; higher % means a stronger effect; CPE inhibition, % at 10 µM; hits with a dose series show IC50 in µM; 290,000 compounds, 0.02% hits; in the data active means a potency from the dose series; inconclusive means CPE inhibition mostly from about 3.7% at the one dose, without a potency; inactive means the rest, 99 in 100 with CPE inhibition below about 2.2%; further: strong numbers were not always called active
MgcRacGAP inhibition – MgcRacGAP GTPase-activating activity inhibitors, confirmation, biochemical, ADP Hunter fluorescence; AID 624330; inhibition, % at 30 µM, or IC50 in µM where a hit was titrated; 340,000 compounds, 0.6% hits; MgcRacGAP-stimulated Rac1 GTP hydrolysis, ADP Hunter fluorescence; higher % means a stronger effect; GST-tagged Rac1 F28L mutant substrate;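 active means first-screen hits whose inhibition reached a set limit at any dose in the follow-up dose series; inconclusive means inhibition above the set first-screen limit but never retested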;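 further: fluorescence reports GDP produced by GAP-driven GTP hydrolysis; strong numbers were not always called active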
SV40 large T antigen – SV40 large T antigen inhibitors, biochemical (AID 1903). 310,000 compounds, 0.39% hits. SV40 large T antigen ATPase/helicase inhibition assay; higher % means a stronger effect. inhibition, % at 20 µM; hits with a dose series show IC50 in µM; in the data active means a potency from the dose series; inconclusive means inhibition mostly from about 32% at the one dose, without a potency; inactive means the rest, 99 in 100 with inhibition below about 32%; further: strong numbers were not always called active
GPR35 arrestin U2OS – GPR35 antagonists blocking zaprinast-driven arrestin recruitment, primary screen, imaging, U2OS, beta-arrestin-GFP, zaprinast agonist (AID 2058); U2OS GPR35 beta-arrestin-GFP translocation imaging, zaprinast antagonism; higher % means a stronger effect; one-dose inhibition, % at 10 µM; IC50 in µM for titrated hits; 290,000 compounds, 0.052% hits;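 active means inhibition of at least 50% with at least 30 cells and total cytoplasm GFP at most 10,000,000; inconclusive means under 30 cells or total GFP of 10,000,000 plus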
NS5 inhibitors – Dengue-2 NS5 methyltransferase inhibitors, primary screen, biochemical, confirmation dose response (AID 588689); Dengue-2 NS5 methyltransferase capping enzyme assay, biochemical; higher % means a stronger effect; one-dose inhibition, % at 25 µM; IC50 in µM for titrated hits; 340,000 compounds, 0.3% hits; in the data active means a potency from the dose series; inconclusive means inhibition above about 29% without an active follow-up result
NS5 inhibitors pilot replicate – also measured in NS5 inhibitors; calls as there; inhibition, %; measured here: pilot screen replicate inhibition
* = called active by the depositor; ? = inconclusive; . = no result given.

SMILES	ER stress rescue	RSV antiviral HEp-2	Salmonella PhoP GFP	LYP phosphatase	West Nile virus CPE	MgcRacGAP inhibition	SV40 large T antigen	GPR35 arrestin U2OS	NS5 inhibitors	others
O=C(COC(=O)C12CC3CC(CC(C3)C1)C2)NCCc1ccccc1	-2.9%	-1.0%	9%	1%	-1.2%	4%	6%	0%	-1%
COC(=O)/C=C1/S/C(=N/NC(=O)c2ccccc2OC)NC1=O	.	1.8%	-19%	0%	0.1%	12%	10%	9%	14%
O=C(c1ccc(COc2c(F)c(F)cc(F)c2F)o1)N1CCN(c2ccccc2)CC1	-0.8%	0.3%	8%	-3%	-0.8%	3%	1%	-3%	-5%
O=C(CSc1ncn[nH]1)Nc1ccccc1C(=O)O	0.6%	1.2%	-9%	-12%	0.1%	4%	2%	-4%	-9%
Oc1ccc(CCC2CCCCN2Cc2nc(C3CC3)no2)cc1 (stereo not drawn)	-0.9%	0.9%	-5%	-4%	-0.9%	?	17%	-2%	-10%
Cc1cccc(-c2cc3nc4c(c(NCc5ccco5)n3n2)CCCC4)c1	1.5%	16%	23%	4%	-1.1%	10%	5%	-19%	-2%
CC(=O)Oc1ccc(C(=O)Nc2ccc(S(=O)(=O)N3CCOCC3)cc2)cc1	.	0.0%	-4%	-5%	-0.7%	-2%	9%	3%	1%
O=C(CSC1=NCCS1)Nc1ccccc1F	-2.2%	2.2%	4%	-9%	0.0%	16%	24%	2%	-8%
CC(C)C[C@H]1CN=C(Nc2ccccc2)N1CC1CCC(C(C)(C)C)CC1 (stereo partly drawn)	.	-4.1%	.	.	.	13%	7%	.	-8%
COC(=O)c1ccccc1OCCOc1ccccc1C(=O)OC	-0.2%	1.1%	3%	-10%	0.0%	5%	0%	4%	-5%
CC(C)OC(=O)CSc1nc(N)c(C#N)c(-c2cccs2)c1C#N	2.4%	?	-22%	0%	-0.6%	9%	0%	-3%	-6%
Cc1ccc(SCCSc2nc(C)cc(=O)[nH]2)cc1	.	-2.3%	-5%	-7%	-1.7%	12%	8%	25%	-12%	NS5 inhibitors pilot replicate=-3.6
CSc1n[nH]c(=S)n1N	.	0.2%	7%	-9%	0.3%	22%	16%	10%	-11%
CC(NC(=O)/C(C#N)=C1\N=C(NC(=O)c2cccs2)c2ccccc21)c1ccccc1 (stereo not drawn)	6.0%	12%	-15%	0%	-0.5%	1%	17%	-5%	3%
C/C(=N/NC(=O)c1cc(C2CC2)[nH]n1)c1cccs1	-3.0%	1.1%	0%	-1%	-0.3%	-3%	9%	-8%	-2%
OC1(c2ccccc2F)CCN(Cc2nnnn2CCc2ccccc2)CC1	-1.1%	2.5%	-3%	0%	0.1%	2%	2%	3%	-1%
COc1ccc(-c2c[nH]c(=O)[nH]c2=O)cc1OC	-0.3%	7.7%	-8%	-5%	-0.1%	-6%	5%	-3%	-3%
Cc1onc(-c2c(Cl)cccc2Cl)c1C(=O)N1C(C)CCCC1C (stereo not drawn)	.	2.0%	6%	-7%	-0.6%	2%	1%	12%	-5%
O=C(NNc1ccc([N+](=O)[O-])cc1)c1ccccc1Cl	1.0%	1.4%	-3%	-6%	-0.5%	4%	20%	20%	-7%
Cc1ccc(C(=O)NC2CCN(C(=O)N3CCOCC3)CC2)cc1	2.9%	1.2%	2%	-9%	-0.2%	2%	5%	2%	1%
CC(=O)c1ccc(NC(=S)NC(C)c2ccc(Cl)cc2Cl)cc1 (stereo not drawn)	-2.8%	11%	3%	8%	-1.0%	2%	7%	-10%	-2%
COCc1cc(C)nc(N/N=C/c2ccc(-c3ccc(Cl)cc3[N+](=O)[O-])o2)c1C#N	-1.0%	.	9%	1%	0.7%	8%	24%	-3%	1%
O=C(Nc1ccc(F)cc1)c1cc2cc(Cl)ccc2[nH]1	.	8.6%	2%	-9%	-0.6%	4%	0%	17%	1%
COc1cccc(Cn2nnc(C(=O)NCc3ccc(F)cc3)c2N)c1	0.4%	0.6%	-4%	-2%	-1.0%	0%	0%	-11%	-3%
N#CC(c1ccncc1)(c1ncc(C(F)(F)F)cc1Cl)N1CCOCC1 (stereo not drawn)	0.5%	0.3%	4%	-3%	.	16%	10%	-3%	-4%
CC(=O)c1cccc(S(=O)(=O)NC2CCCCCC2)c1	-1.9%	1.4%	-14%	6%	-1.9%	2%	1%	-6%	-4%
COc1ccc(S(=O)(=O)N2CCC3(CC2)OCCN3S(=O)(=O)c2ccccc2)cc1OC	.	2.6%	9%	.	.	2%	10%	.	-1%
O=C(COC(=O)C1C2CC3OC(=O)C1C3C2)Nc1ccc(F)cc1 (stereo not drawn)	.	1.6%	-5%	-8%	0.1%	-3%	8%	-2%	15%
CC(C)CNC(=S)NC(=O)c1csc([N+](=O)[O-])c1	.	0.9%	-18%	-2%	0.1%	4%	5%	3%	-2%
CCC(=O)N(Cc1ccco1)c1nc(-c2ccccc2)cs1	-1.5%	1.5%	0%	-6%	-0.6%	7%	2%	-2%	-9%	NS5 inhibitors pilot replicate=-6.7
Cc1ccc(C(=O)NNC(=O)Cc2cccs2)cc1	-0.2%	2.8%	4%	-8%	1.3%	8%	1%	-1%	-5%
O=C1OC(c2ccc(F)cc2)=C/C1=C\c1ccc([N+](=O)[O-])o1	0.0%	2.2%	-8%	0%	-0.2%	.	?	2%	.
Cc1ccc(/C=C2/C(=O)N=C(N)N2C)s1	-0.7%	2.4%	-2%	0%	-0.9%	3%	6%	6%	-5%
CCOc1ccc(OCC)c(NC(=O)c2[nH]c(C)c(C(C)=O)c2C)c1	1.7%	0.8%	-12%	-8%	0.1%	6%	8%	16%	3%
CCOc1ccc(NC(=O)CCC(=O)O)cc1	-3.9%	1.1%	-12%	-2%	-0.2%	3%	5%	9%	-2%
C/C(=N\NC(=S)NCc1ccccc1)c1ccc(Cl)s1	-0.8%	-0.3%	3%	8%	-0.7%	8%	13%	-8%	-3%
CCC1=C(OC(=O)N(CC)CC)N2C(=O)OC(=NCC(=O)OC)[C@]2(Cc2ccccc2)[C@H]2C1=CC[C@H]1C(=O)N(c3ccccc3)C(=O)[C@H]12	.	2.0%	0%	7%	-0.7%	8%	3%	-11%	1%
CC(SC1CCCC1)C(=O)NC(C)(C#N)C(C)C (stereo not drawn)	-1.7%	0.8%	-8%	-9%	0.2%	5%	5%	15%	-3%
O=C(CCn1c(=O)c2ccccc2n(CC(=O)NC2CCCC2)c1=O)NCCc1ccc(Cl)cc1	0.8%	0.4%	-7%	-6%	-0.8%	11%	10%	2%	-12%
CC(C)C(=O)Nc1ccc2c(c1)nc(CCN1CCN(c3ccccn3)CC1)n2C	.	1.8%	12%	-10%	-0.7%	13%	8%	5%	-7%
CC1CCCN(C(=O)CN2CCN(C(=O)c3ccco3)CC2)C1 (stereo not drawn)	.	0.2%	9%	1%	0.1%	4%	5%	-1%	6%
Cc1ccc(S(=O)(=O)NC(=O)Nc2nnc(C3CC3)s2)cc1	-2.2%	-0.2%	-1%	-9%	-0.3%	6%	-4%	3%	1%
COC(=O)c1ccc(NC(=O)CN2CCN(c3ccccn3)CC2)cc1	0.2%	0.7%	-2%	-6%	0.3%	2%	4%	-15%	-10%
CC1(C)CC2CC(C)(CN2C(=O)c2ccc([N+](=O)[O-])cc2)C1 (stereo not drawn)	1.3%	-0.7%	5%	-13%	-1.7%	2%	-4%	11%	-11%
O=C(Cc1ccc(-c2ccccc2)cc1)Nc1ncccc1O	.	6.7%	-1%	-9%	-0.4%	8%	15%	1%	1%
COc1ccc(C(C#N)Nc2ccccc2C)cc1 (stereo not drawn)	1.3%	0.8%	-4%	-6%	-0.2%	4%	4%	-8%	-3%
CCOc1cc(/C=N\NC(=O)c2ccc(NC(=O)C(C)(C)C)cc2)ccc1OC(=O)c1ccc(OC)cc1	1.6%	0.7%	7%	3%	1.1%	4%	2%	-9%	2%
COC(=O)c1c(-c2ccccc2Cl)noc1/C=C/N(C)C	-1.9%	3.4%	-4%	-2%	.	5%	22%	-17%	-97%
COc1cc2c(cc1OC)C(c1ccccc1)N(C(=O)CSCC(=O)O)CC2 (stereo not drawn)	-3.0%	0.0%	-8%	1%	0.3%	9%	12%	-10%	-6%
COc1ccc(CC(=O)Nc2nnc(SCc3ccccc3)s2)cc1S(=O)(=O)N1CCOCC1	-0.6%	3.7%	-14%	2%	0.3%	10%	5%	-2%	.
C/C(=N\NC(=O)C1=NNC(=O)C1C)c1cccs1 (stereo not drawn)	1.6%	0.8%	3%	3%	0.4%	.	29%	3%	.
CCOC(=O)c1c(NC(=O)c2ccccc2)sc2c1CCc1ccccc1-2	-0.6%	4.3%	-3%	-2%	-0.8%	16%	13%	9%	-1%
O=C(NS(=O)(=O)Oc1cccc(F)c1)OC[C@@H]1CCCN2CCCCC12 (stereo partly drawn)	.	0.6%	-7%	2%	0.2%	3%	10%	6%	-3%
O=S(=O)(NNc1ccc(F)cc1F)c1cccc(Cl)c1	.	0.6%	12%	-6%	0.0%	6%	8%	-6%	2%
O=C(CSc1nc(-c2ccccc2)cs1)NC(=O)NCc1ccco1	-2.1%	1.4%	16%	-6%	-0.4%	19%	3%	-6%	-2%
CC[n+]1c(/C=C2\C=C(C)CC(C)C2)sc2ccccc21 (stereo not drawn)	-0.3%	6.8%	-1%	-8%	-0.2%	7%	32%	-2%	-3%
CC(=O)Nc1ccc(S(=O)(=O)N(C)CC(=O)NC2CCCC(C)C2C)cc1 (stereo not drawn)	.	-1.3%	0%	.	.	-1%	23%	.	4%
Cc1ccc(C)c(OCc2cc(C(=O)N3CCNC(=O)C3)no2)c1	.	-1.0%	1%	-5%	-0.4%	12%	2%	-10%	-3%
CS(=O)(=O)c1ncc(Cl)c(C(=O)Nc2ccc3ccccc3c2)n1	-1.3%	.	0%	2%	-0.4%	5%	10%	-16%	-60%

3 entries already listed, ordered by SMILES length, largest number first.
SMILES	ER stress rescue	RSV antiviral HEp-2	Salmonella PhoP GFP	LYP phosphatase	West Nile virus CPE	MgcRacGAP inhibition	SV40 large T antigen	GPR35 arrestin U2OS	NS5 inhibitors	others
O=C(c1ccc(COc2c(F)c(F)cc(F)c2F)o1)N1CCN(c2ccccc2)CC1	-0.8%	0.3%	8%	-3%	-0.8%	3%	1%	-3%	-5%
Cc1ccc(C(=O)NC2CCN(C(=O)N3CCOCC3)CC2)cc1	2.9%	1.2%	2%	-9%	-0.2%	2%	5%	2%	1%
COc1ccc(-c2c[nH]c(=O)[nH]c2=O)cc1OC	-0.3%	7.7%	-8%	-5%	-0.1%	-6%	5%	-3%	-3%
